Screening data deposited in PubChem BioAssay by National Center for Advancing Translational Sciences (NCATS).
Tau fibril FP = tau fibrillization inhibition (FP) | P10636 | 280,000 tested, 0.39% active | AID 1468 | K18 P301L tau heparin fibrillization, Alexa594 FP, 6 h | Potency, µM (top dose mostly 57.7 µM), inactives show at the top dose activity, negative = inhibition, actives largely listed as inhibitors; note: nearly all actives have a fitted effect of over 55% in size
Target sequence (P10636 561-689 P618L limits assumed): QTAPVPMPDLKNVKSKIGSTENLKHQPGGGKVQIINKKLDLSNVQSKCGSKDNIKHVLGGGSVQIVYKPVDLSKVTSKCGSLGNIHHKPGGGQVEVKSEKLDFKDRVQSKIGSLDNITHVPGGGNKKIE
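K18 P301L tau (15 uM unlabeled/0.24 uM Alexa 594-labeled, final) + compound + heparin 20 uM final; 100 mM NaOAc pH 7; 6 hr 37 C; ThT 30 uM final added, 1 hr RT; FP ex 555/em 632 nm.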
L3MBTL1 inh = L3MBTL1 (human) inhibition. 230,000 tested, 0.66% active. Potency, µM (top dose mostly 57.1 µM), for the others: at the top dose activity, negative = inhibition, usual class: inhibitors. AlphaScreen L3MBTL1–H3K9me1 peptide binding; note: nearly all actives have a fitted effect of over 60% in size
Target sequence (Q9Y468 whole entry, looked up): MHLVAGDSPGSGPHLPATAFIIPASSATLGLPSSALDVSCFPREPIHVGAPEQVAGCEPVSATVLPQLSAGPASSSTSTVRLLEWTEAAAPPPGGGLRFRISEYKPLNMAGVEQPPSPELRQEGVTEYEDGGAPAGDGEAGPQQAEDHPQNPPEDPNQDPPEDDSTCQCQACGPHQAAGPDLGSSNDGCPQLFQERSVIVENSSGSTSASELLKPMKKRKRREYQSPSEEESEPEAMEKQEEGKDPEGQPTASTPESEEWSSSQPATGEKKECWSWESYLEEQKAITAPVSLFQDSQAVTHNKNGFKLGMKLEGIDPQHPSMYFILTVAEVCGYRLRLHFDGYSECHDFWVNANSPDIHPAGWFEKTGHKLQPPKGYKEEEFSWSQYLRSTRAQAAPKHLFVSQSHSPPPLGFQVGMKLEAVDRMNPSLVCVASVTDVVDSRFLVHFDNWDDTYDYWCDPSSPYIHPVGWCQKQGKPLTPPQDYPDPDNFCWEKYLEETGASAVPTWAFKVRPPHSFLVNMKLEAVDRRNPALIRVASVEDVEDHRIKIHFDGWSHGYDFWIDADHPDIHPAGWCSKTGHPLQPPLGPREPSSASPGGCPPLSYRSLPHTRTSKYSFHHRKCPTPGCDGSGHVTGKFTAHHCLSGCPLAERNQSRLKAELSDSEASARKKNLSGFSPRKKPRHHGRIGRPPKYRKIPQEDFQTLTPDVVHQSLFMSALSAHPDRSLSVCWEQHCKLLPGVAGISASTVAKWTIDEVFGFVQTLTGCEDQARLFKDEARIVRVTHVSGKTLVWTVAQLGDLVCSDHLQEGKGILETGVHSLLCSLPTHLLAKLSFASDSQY
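Read-out is AlphaScreen signal from streptavidin donor and nickel chelate acceptor beads (10 ug/mL final each) bridging L3MBTL1 (50 nM) and biotinylated K9-monomethylated H3(1-15) peptide (75 nM), after 30 min compound exposure at room temperature.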
TR SRC2 fluor cs = Texas Red fluorescence interference in TRb-SRC2 counter-screen; AID 1479; Potency, µM (highest dose often 106 µM), inactives show top-dose fluorescence change, negative = quenching; TRb/SRC2 Texas Red total fluorescence interference; 280,000 tested, 0.29% active; active = well fitted curve in either direction with a large enough effect; inconclusive = small, poorly fitted or top-dose-only effect
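Human TRb ligand-binding domain at 0.6 uM with 20 nM Texas Red SRC2 peptide in Tris buffer containing 1 uM T3 and 5% DMSO, incubated with compound 5 h at ambient temperature. Total fluorescence (555/632 nm) calculated as parallel + 2 × perpendicular.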
GoLoco inh red = blocks human Gai1 binding to RGS12 GoLoco peptide, red readout | Gai1:RGS12 GoLoco peptide FP, rhodamine, 10 min | 230,000 tested, 0.44% active | AID 880 | Potency, µM (titrated, usually from 61.6 µM), without a hit: at the top dose activity, negative = inhibition, most hits filed as inhibitors; active = well fitted inhibition curve with a large enough effect, not every such curve was filed as active; inactive = no such curve, though single readings can be large or run the other way; note: nearly all actives have a fitted effect of over 30% in size; many of its hits are not listed in these tables
TRb-SRC2 inh = inhibitors of human thyroid hormone receptor beta-SRC2 interaction; P10828; TRbeta-SRC2 peptide binding, fluorescence polarization; receptor liganded with 1 µM T3; Potency, µM (series often up to 106 µM), for the others: at the highest dose activity change, negative = inhibition, hits mostly inhibitors; 280,000 tested, 0.065% active; AID 1469;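 note: plate controls were bound peptide for no effect and peptide without receptor for full effect; nearly all actives have a fitted effect of over 50% in size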
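Assay buffer: 20 mM Tris-HCl, 100 mM NaCl, 10% glycerol, 1 mM EDTA, 0.01% NP-40, 1 mM DTT, 1 uM T3, 5% DMSO; TRb LBD 0.6 uM, Texas Red SRC2 20 nM; FP after 5 hr.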
Tau fibril ThT = inhibitors of human tau fibril formation, thioflavin T binding | 270,000 tested, 2.1% active | P10636 | AID 1460 | recombinant tau K18 P301L (four-repeat tau fragment), heparin-induced fibrillization, ThT fluorescence | Potency, µM (highest dose often 57.4 µM), for inactives: at the highest dose activity, negative = inhibition, usual class: inhibitors; note: nearly all actives have a fitted effect of over 55% in size
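K18 P301L tau (15 uM + 0.24 uM Alexa 594-tagged), heparin 20 uM, NaOAc pH 7, 6 h 37 C; ThT 30 uM, 1 h RT, ex 450/em 510 nm.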
RECQ1 helicase = RECQ1 (human) helicase inhibition | AID 2549 | Potency, µM (series often up to 57.3 µM), without a hit: at the highest dose activity, negative = inhibition, usual class: inhibitors | RECQ1 DNA unwinding, red fluorescence kinetic read | 240,000 tested, 0.54% active;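 note: plate controls were vehicle for no effect and no enzyme for full effect; nearly all actives have a fitted effect of over 30% in size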
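50 nM RECQ1T1 preincubated 15 min with compound in Tris pH 8.0 buffer with MgCl2, DTT, Tween-20 and 2.5 ug/ml poly(dI-dC); started with 200 nM TAMRA/BHQ-2 forked duplex and 2 mM ATP. Unwinding read as fluorescence (525/598 nm), two reads 2 h apart.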
KDM4E inh = blocks human JMJD2E demethylase activity; JMJD2E catalytic domain, FDH-coupled NADH fluorescence (FDH is formaldehyde dehydrogenase); 230,000 tested, 1.6% active; Potency, µM (titrated, usually from 57.1 µM), inactives show top-dose activity change, negative = inhibition, actives largely listed as inhibitors; B2RXH2; active = well fitted inhibition curve with a large enough effect, not every such curve was filed as active; inconclusive = small, poorly fitted or top-dose-only effect, or another doubt; inactive = no such curve, though single readings can be large or run the other way;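 note: 0% = wells with enzyme and -100% = buffer wells without enzyme; nearly all actives have a fitted effect of over 50% in size; many of its hits are not listed in these tables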
Numbers without * were called inactive; i = inactive; u = inconclusive; x = no result given; & = joins results of further samples; [ ] = remark or other dose. Unless noted, calls come from the whole dose curve; as a rule, active = well fitted curve in the direction sought with a large enough effect; inconclusive = small, poorly fitted or top-dose-only effect, or another doubt; inactive = no such curve, though single readings can be large; an effect the other way counts as inactive or inconclusive. Unless noted, % is set by controls: 0 for no effect and ±100 for the full control effect; potency is the fitted concentration of half-maximal effect. An excerpt, so the mix of outcomes need not match the whole.

mol | KDM4E inh | L3MBTL1 inh | TR SRC2 fluor cs | Tau fibril FP | Tau fibril ThT | TRb-SRC2 inh | RECQ1 helicase | GoLoco inh red
COC(=O)c1c(NC(=O)Cc2coc3cc(C)ccc23)sc2c1CCCC2 | x | x | -41% | -10% | u | -3% | x | x
COc1ccc(C(CC(=O)Nc2ccc(C)c(C)c2)N2Cc3ccccc3C2=O)cc1OC (stereo unspecified) | x | x | 1% | -18% | 7% | 3% | x | x
FC(F)(F)c1ccc(Cl)c(-n2c(-c3cc(C4CC4)[nH]n3)n[nH]c2=S)c1 | 1% | -2% | -5% | 0% | 0% | -4% | -4% | 2%
CCOc1ccc(Cc2nc(C)c(CC(=O)N3CCOCC3)c(=O)[nH]2)cc1 | -2% | 7% | -2% | -8% | 5% | -22% | 5% | 1%
CCOc1ccc(/C=C2\SC(=S)NC2=O)cc1OC | -14% | -13% | -7% | -4% | u | 3% | -4% | 13%
O=C(c1cccs1)N1CCc2ccccc21 | 4% | 8% | 0% | 7% | -1% | 1% | -5% | 4%
O=C1NC(=Nc2ccc(O)cc2)S/C1=C\C=C\c1ccco1 | -10% | 16µM* | -13% | u | 1.6µM* | 1% | u | -83%
CCc1ccccc1NC(=O)CN(Cc1ccccc1)S(=O)(=O)c1ccc(Br)cc1 | x | x | 0% | 0% | u | -4% | x | x
Cc1ccccc1NS(=O)(=O)c1cc(S(C)(=O)=O)ccc1C | 4% | 1% | 0%[53 µM] | 0% | 1% | -1%[53 µM] | -14% | 2%
CCCCCCC(=O)Oc1cccc(N2C(=O)C3CCCCC3C2=O)c1 (stereo unspecified) | 4% | -26% | -1% | 9% | -10% | 0% | 0% | 0%
COc1cccc2cc(C(=O)NCc3ccco3)c(=Nc3ccc(C(=O)O)cc3)oc12 | u | x | -7% | -2% | u | 1% | -1% | 34%[activator]
CCOc1c2ccc(C(=O)NCc3ccc4c(c3)OCO4)cc2nn1CCOC | 3% | -11% | -4% | -5% | 8% | -21% | 8% | -3%
CCn1cc(C(=O)O)c(=O)c2cc(F)c(N/N=C/c3ccccc3)cc21 | -1% | -4% | -3% | 2% | 6% | 8% | 5% | -27%
CC(=O)Nc1ccc(Sc2ccccc2C(=O)Nc2ccc(F)cc2)cn1 | 1% | 4% | -4% | -4% | 1% | -5% | -4% | 4%
Cc1nc2ccccc2c2oc(C(=O)NCC3CCCO3)cc12 (stereo unspecified) | 15% | 5% | -1% | -1% | -9% | -16% | -9% | 11%
CCNS(=O)(=O)c1ccc(NC(=O)CC(C)c2ccccc2)cc1 (stereo unspecified) | -1% | 4% | 2% | 0% | 7% | -4% | 0% | 0%
CC(C)(C)n1nnnc1SCC(=O)Nc1nn(-c2ccccc2)nc1C(N)=O | u | -6% | -2% | -11% | -6% | 5% | 12% | 0%
Nc1cc(Cl)ccc1Oc1ccc2ccccc2c1 | 0% | x | -4% | 1% | u | 2% | -3% | -8%
Cc1cc(C)c(NC(=O)CSc2nc(COc3ccccc3)nc3ccccc23)c(C)c1 | -15% | 37%[activator] | -11% | 14% | -16% | -2% | -8% | 24%
Cn1nc(CC(=O)NC2CCCCCCCCCCC2)c2ccccc2c1=O | 1% | -6% | -2% | 0% | -19% | -6% | -4% | 3%
CCOc1ccc(C2c3c(oc4cc(C)c(C)cc4c3=O)C(=O)N2CCCN2CCOCC2)cc1 (stereo unspecified) | u | x | -3% | 3% | u | 0% | -5% | 1%
O=C(Nc1ccc(-c2csc(Nc3ccccc3)n2)cc1)c1cccc(C(F)(F)F)c1 | u | x | -2% | 1% | u | -8% | i | 4%
CCc1ccc(N2C(=O)CC(N3CCN(Cc4ccc5c(c4)OCO5)CC3)C2=O)cc1 (stereo unspecified) | 3% | -7% | -2% | 2% | -1% | 6% | i | 11%
CCOC(=O)c1cnc2c(-c3ccccc3)cnn2c1C | 7% | 1% | -1% | 5% | u | 10% | i | -6%
CCCCN=C1NN=C(c2ccc(C)c(C)c2)CS1 | u | x | -3% | -1% | u | -2% | -20% | 3%
CC1(C)Cc2c(cnn2-c2ccccc2)C(=O)/C1=N\NC(=O)c1ccccc1O | 0% | x | -4% | 1% | u | 12% | i | 5%
O=C(CSc1nc(-c2ccccc2)cs1)N1CCN(C(=O)c2ccco2)CC1 | 9% | -5% | 3% | -3% | -14% | -13% | i | -42%
O=C(NC(NC(=S)Nc1ccccc1C(=O)O)C(Cl)(Cl)Cl)c1ccco1 (stereo unspecified) | u | 8% | 0% | -4% | u | 6% | 0% | 2%
COC(=O)c1ccc(Cl)c(NC(=O)CN(c2ccc3c(c2)OCO3)S(C)(=O)=O)c1 | 2% | 5% | 0% | 0% | -2% | 7% | -5% | 11%
COc1ccc(-c2nnc(Nc3nc4c(OC)cccc4s3)o2)cc1 | u | -1% | -24% | 6% | u | 13% | -3% | 4%
COc1c2ccoc2nc2c(OC)c(OCC(OC(C)=O)C(C)(C)O)ccc12 (stereo unspecified) | u | 9% | 0% | 14% | -12% | 6% | -5% | 2%
Cn1cnnc1SCC(=O)N1CCN(C(=O)c2ccco2)CC1 | -4% | x | 0% | 1% | -8% | -1% | i | 4%
Nc1cc(N2CCCC2)c(Cl)cc1[N+](=O)[O-] | -3% | -16% | -1% | 0% | 16µM* | 2% | 3% | 12%
CC(C)NCC(O)COc1ccc(CCOCC2CC2)cc1 (stereo unspecified) | 6%&6%&-7%&-18% | 5% | -6%&2%&-1%&-2%&-1% | 8%&2%&-2%&-1%&-8% | -4%&-7%&-8%&-9%&-8% | -3%&6%&-7%&0%&-4% | 5%&-7%&-2%&0% | -6%&-2%&-5%&7%&13%
CC(=O)c1cccc(N(CC(=O)Nc2ccccc2F)S(C)(=O)=O)c1 | 0% | -10% | -5% | 2% | 1% | -1% | i | 0%
N/C(COc1cc(Cl)cc(Cl)c1)=N\O | 2% | -1% | -3% | 0% | -9% | 1% | -4% | 6%
CCC(=O)OCCNc1cc(Sc2nc3ccccc3[nH]2)c2nonc2c1[N+](=O)[O-] | -5% | -1% | 3% | u | 8.9µM* | -5% | -17% | -31%
Cc1ccc(S(=O)(=O)CCC(=O)OCC(=O)NCc2ccc(Cl)cc2)cc1 | 5% | 15% | -2% | 8% | -4% | 2% | -6% | 7%
C=CC(=O)OCCOCCOC(=O)C=C | x | x | -1% | x | x | -4% | -3% | -4%
Cc1c(C(=O)Nc2c(F)cccc2F)sc2ncnc(N3CCN(c4ccccc4)CC3)c12 | u | x | 0% | 7% | u | 5% | -23% | -2%
CN1CCC(OC(=O)c2ccc(Cl)cc2Cl)CC1 | -15% | -5% | -2% | -3% | -1% | 5% | 14% | 11%
Cc1ccc(O)c(-c2cc(C(F)(F)F)[nH]n2)c1 | -13% | 7% | -3% | 1% | 5% | 0% | i | -13%
Cc1ccc(SCc2cc(=O)n3ccsc3n2)c(C)c1 | -2% | -12% | 3% | -3% | -1% | 3% | -16% | 1%
O=[N+]([O-])c1ccc2c(c1)nc1n2CCN(CC2CCCO2)C1 (stereo unspecified) | 1% | 2% | -1% | 1% | u | -1% | i | 9%
COc1ccc(C(=O)Nc2ccc(CN3CCCCC3)cc2)cc1 | 6% | -1% | 0% | 5% | 5% | 3% | -2% | 5%
Cc1cccc(CCNC(=O)c2cc3c(s2)-c2c(C)cccc2OC3)c1 | x | x | u | -6% | u | -2% | x | x
Cc1cc(C)cc(OCC(=O)NCC2(N3CCOCC3)CCCCC2)c1 | x | x | 6% | -5% | -6% | -2% | x | x
O=C(Cn1ncc2c(=O)oc3ccccc3c21)NCc1ccccc1Cl | x | x | -2% | 6% | 15% | -9% | x | x
O=C(O)c1ccccc1C(=O)NC1Cc2ccccc2C1 | -11% | 1% | -2% | 0% | -11% | -1% | -11% | 8%
C=CCN1C(=O)/C(=C2/Sc3ccc(OC)cc3N2C)SC1=Nc1ccccc1 | 4% | 6% | -2% | u | -12% | 4% | i | 17%

Next section:
mol | KDM4E inh | L3MBTL1 inh | TR SRC2 fluor cs | Tau fibril FP | Tau fibril ThT | TRb-SRC2 inh | RECQ1 helicase | GoLoco inh red
O=C(c1ccc(NC2=NC3CS(=O)(=O)CC3S2)cc1)N1CCN(Cc2ccccc2)CC1 (stereo unspecified) | -2% | x | -2% | 0% | -7% | -17% | -6% | 0%
O=C(CN1CCCC1)Nc1ccc(OCc2ccccc2)cc1 | 2% | -6% | 0% | 4% | -8% | -10% | -6% | 9%
CS(=O)(=O)N(CC(=O)Nc1ccc2c(c1)OCO2)c1ccccc1 | 0% | -2% | -6% | 4% | u | -1% | -2% | 3%
NC1=NC(c2ccccc2)=NC1(NC(=O)c1ccccc1)C(Cl)Cl (stereo unspecified) | -8% | 12% | 1% | 1% | 2% | -1% | 6% | 3%
OC(CNC1Cc2ccccc2C1)COc1ccc(F)cc1 (stereo unspecified) | 1% | x | -2% | -3% | x | 2% | -11% | 6%
O=C(O)c1ccccc1C(=O)Nc1ccc(Oc2cccc(C(F)(F)F)c2)nc1 | -4% | 0% | -4% | 0% | 0% | 2% | -5% | 1%
O=C(CCn1c(=O)oc2ccccc21)N(Cc1ccccc1)c1ccccc1 | -4% | 3% | 2% | -1% | -3% | 0% | u | -1%
Cc1ccc(CO/N=C/c2c(O)cc(C)oc2=O)cc1 | 4% | 4% | -2% | 9% | 13% | 5% | i | 8%
O=C(O)c1ccc(COc2c(F)c(F)cc(F)c2F)o1 | 4% | x | -4% | u | u | -5% | i | 2%
O=C(Nc1ccccn1)c1cc(-c2cccnc2)nc2ccc(Br)cc12 | -1% | 8% | 1% | -12% | -17% | 2% | -2% | 16%
Cc1c(-c2ccccc2)oc2nc3c(c(=O)n(C)c(=O)n3C)n12 | 0% | -1% | 0% | 7% | -8% | 8% | -7% | -11%
CC(C(=O)Nc1cccc([N+](=O)[O-])c1)N1CCN(C/C=C/c2ccccc2)CC1 (stereo unspecified) | u | -5% | -22% | -11% | -5% | 2% | 3% | 47%[activator]
